# Screening data as filed in PubChem BioAssay.
# VEEV TC-83 Vero = inhibitors of VEEV TC-83 cytopathic effect, confirmation, Vero cells (AID 588727). Vero cells, VEEV TC-83 cytopathic effect inhibition; higher % means a stronger effect. one-dose inhibition, % at 20 µM; IC50 in µM for titrated hits. 0.13% of 350,000 active; in the data active = a potency from the dose series; inconclusive = inhibition mostly from about 14% at the one dose, without a potency; inactive = the rest, 99 in 100 with inhibition below about 12%; note: strong numbers were not always called active
# H1N1 NS1A inhibition = H1N1 influenza NS1A inhibitors, functional cell based assay (AID 504329). NS1A functional cell-based assay, percent inhibition; higher % means a stronger effect. 0.3% of 340,000 active. one-dose inhibition, % at 12.5 µM; IC50 in µM for titrated hits; in the data active = a potency from the dose series; inconclusive = inhibition above about 27% without an active follow-up result; note: strong numbers were not always called active
# H37Rv inhibition = M. tuberculosis growth inhibition, HTS (AID 449762). M. tuberculosis H37Rv growth inhibition, 7H9 media; higher % means a stronger effect. one-dose inhibition, % at 25 µM; IC50 in µM for titrated hits. 0.59% of 330,000 active; in the data active = a potency from the dose series; inconclusive = inhibition above about 70% without an active follow-up result;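 note: bacterial growth assessed after seven days of incubation; strong numbers were not always called active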
# Salmonella PhoP GFP = Inhibition of PhoP regulon, Salmonella typhi GFP reporter cells, confirmation, 4 h (AID 1850). Salmonella Typhi PhoP-promoter GFP reporter, fluorescence, 4 h; higher % means a stronger effect. inhibition, % at 50 µM; hits with a dose series show IC50 in µM. 0.33% of 310,000 active; in the data active = a potency from the dose series; inconclusive = inhibition mostly from about 25% at the one dose, without a potency; inactive = the rest, 99 in 100 with inhibition below about 19%;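 note: 0% = induced wells with vehicle and 100% = uninduced wells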
# tuberculosis growth = growth inhibition of non-replicating M. tuberculosis (AID 488890); 0.39% of 320,000 active; Mycobacterium tuberculosis non-replicating, growth inhibition; higher % means a stronger effect; inhibition, % at 25 µM, or IC50 in µM where a hit was titrated; in the data active = a potency from the dose series; inconclusive = inhibition mostly from about 82% at the one dose, without a potency; inactive = the rest, 99 in 100 with inhibition below about 76%;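 note: plate controls were DMSO cells for no effect and high antibiotic wells for full effect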
# VEEV TC-83 Vero 10K pilot screen = second read-out of VEEV TC-83 Vero, no call of its own (marks repeat the call); inhibition, %; measured here: 10K pilot screen inhibition
# An asterisk follows results filed as active; i = inactive; ? = inconclusive; · = no result given; & = joins results of further samples. This is a random part of the collection; overall some 1.5% were active at least once.
# Sample of the layout, 3 compounds:
SMILES,VEEV TC-83 Vero,H1N1 NS1A inhibition,H37Rv inhibition,Salmonella PhoP GFP,tuberculosis growth,others
Cc1ccccc1N1CC(O)(c2cccs2)[N+]2=C1CCCC2 (centres undefined),1.4%,3%,-8%,13%,3%,
CCCCNC(=O)COC(=O)CNC(=O)c1cc(Cl)cc([N+](=O)[O-])c1,i,-5%,6%,4%,8%,
COc1ccccc1OCC(=O)N1CCCC(Nc2ccc(F)c(F)c2)C1 (centres undefined),3.0%,-9%,-4%,-9%,5%,

# Main list (from the top)
SMILES,VEEV TC-83 Vero,H1N1 NS1A inhibition,H37Rv inhibition,Salmonella PhoP GFP,tuberculosis growth,others
Cc1ccccc1N1CC(O)(c2cccs2)[N+]2=C1CCCC2 (centres undefined),1.4%,3%,-8%,13%,3%,
CCCCNC(=O)COC(=O)CNC(=O)c1cc(Cl)cc([N+](=O)[O-])c1,i,-5%,6%,4%,8%,
COc1ccccc1OCC(=O)N1CCCC(Nc2ccc(F)c(F)c2)C1 (centres undefined),3.0%,-9%,-4%,-9%,5%,
C=CCNC(=S)NNC(=O)c1cccnc1,0.7%,-1%,3%,-2%,-13%,
Cc1cc(C)c(N2C(=O)C3C4CC(=O)C(c5ccccc54)C3C2=O)c(C)c1 (centres undefined),1.2%,-13%,14%,0%,4%,
COc1ccc(NC(=O)CCC2CCCC2)cc1OC,0.9%,2%,48%,-1%,42%,
O=C(CSc1nc2ccccc2c2c1CCCC2)N1CCOCC1,i,6%,3%,-5%,13%,
CCCCCOc1ccc(C(=O)CCC(=O)NC(C)c2ccc(S(N)(=O)=O)cc2)cc1 (centres undefined),5.5%,-22%,7%,·,51%,
COc1ccc(-n2ccc(=O)c(C(=O)O)n2)cc1,i,-3%,-10%,2%,-17%,
Cc1cc(=O)[nH]c2c(C)cc(S(=O)(=O)N3CCCCC3)cc12,7.0%,-2%,9%,5%,-1%,
N#Cc1ccc(Oc2cccc(C(=O)O)c2)cc1C#N,3.0%,1%,1%,0%,11%,
COc1ccc2nc3n(c(=O)c2c1)-c1ccc(Cl)cc1C(=O)NC3Cc1ccc(O)cc1 (centres undefined),i,19%,·,·,·,

# By substructure: the entries above containing a COOH group (two)
SMILES,VEEV TC-83 Vero,H1N1 NS1A inhibition,H37Rv inhibition,Salmonella PhoP GFP,tuberculosis growth,others
COc1ccc(-n2ccc(=O)c(C(=O)O)n2)cc1,i,-3%,-10%,2%,-17%,
N#Cc1ccc(Oc2cccc(C(=O)O)c2)cc1C#N,3.0%,1%,1%,0%,11%,

# New compounds follow:
SMILES,VEEV TC-83 Vero,H1N1 NS1A inhibition,H37Rv inhibition,Salmonella PhoP GFP,tuberculosis growth,others
O=C1Nc2cc(C(=O)NCCCN3CCCC3)ccc2S/C1=C\c1ccccc1,i,15%,5%,7%,69%,
O=C(OCc1nc2ccccc2[n+]([O-])c1C(=O)c1ccccc1)c1cccnc1,4.0%,-15%,-12%,9%,-10%,
N/C(=N\OC(=O)c1ccccc1)c1ccccn1,0.8%,5%,7%,-4%,52%,VEEV TC-83 Vero 10K pilot screen=0.2
CCC(Cc1ccccc1)NC(=O)C1CCCCC1 (centres undefined),i,-18%,-4%,-7%,31%,
Cc1c(C(=O)NCc2cccnc2)oc2ccc(S(=O)(=O)N3CCC4(CC3)OCCO4)cc12,i,0%,-3%,-4%,6%,
COc1ccc(NC(=O)CN(C)C(=O)CCCN2C(=O)c3cccc4cccc(c34)C2=O)cc1,9.9%,8%,-2%,3%,19%,
COC(=O)c1c(C)nc2nonc2c1N,0.0%,-3%,11%,-26%,5%,
CCN(CC(=O)Nc1cc(C)on1)CC(=O)Nc1ccccc1C(F)(F)F,i,8%,7%,·,-5%,
COc1ccc2c(CN3CCN(S(=O)(=O)c4cccs4)CC3)cc(=O)oc2c1,6.3%,-8%,-10%,-2%,4%,
Cc1ccc(CNc2ncccc2-c2nc3cc(Cl)ccc3o2)cc1,i,-26%,-9%,6%,-7%,
CC1(C)CC(NCCC(c2ccccc2)c2ccco2)CCO1 (centres undefined),i,10%,-3%,-1%,9%,
CCOC(=O)C1C2NC(=O)N(Cc3ccccc3)C1(C)Oc1c(OC)cccc12 (centres undefined),2.5%,26%,-2%,-2%,-10%,
CCNC(=O)c1ccc(C2SCC(=O)N2Cc2ccco2)cc1 (centres undefined),0.1%,3%,-3%,2%,-11%,
COc1ccc(Cc2nn[nH]n2)cc1,1.7%,6%,3%,1%,12%,
Cc1cccc(N2CCN(S(=O)(=O)c3ccc4c(c3)NC(=O)CO4)CC2)c1C,2.3%,10%,0%,-4%,5%,
O=C(CN1C(=O)C(c2ccccc2)Oc2cccnc21)NCc1ccccc1F (centres undefined),3.4%,0%,1%,4%,-3%,
Cc1ccc2c(CN3CCN(Cc4ccccc4)CC3)cc(=O)oc2c1,2.1%,0%,63%,-13%,3%,
C/C=C/c1ccc(OCC(=O)OCc2csc(CC(=O)Nc3ccccc3C)n2)c(OC)c1,4.4%,0%,62%,-7%,70%,
CC(C)(C)OC(=O)N1CCOCCOCCN(C(=O)OC(C)(C)C)CCOCCOCC1,0.4%,-12%,-4%,-3%,-19%,
CCOC(=O)N1CCN(C(=O)c2cnc3n(c2=O)CCS3)CC1,i,0%,-12%,0%,-19%,
COc1ccc(C(=O)N2CCN=C2SCc2cccnc2)c(OC)c1,1.3%,-6%,-5%,-21%,4%,
O=C(c1ccc(Br)o1)N1CC=C(c2ccccc2)CC1,5.7%,5%,10%,·,?,
COc1cccc(C(=O)Nc2sc3c(c2C(=O)O)CCCC3)c1,4.6%,2%,13%,-15%,44%,
CC(C)N(C(=S)Nc1ccc(S(=O)(=O)N2CCOCC2)cc1)c1ccccc1,·,·,5%,·,44%,
O=C1CSC(c2ccccc2)N1c1ccc([N+](=O)[O-])cc1 (centres undefined),0.8%,1%,7%,-4%,15%,
CCOC(=O)c1csc(NC(=O)CSc2nnnn2-c2ccc3c(c2)OCCO3)n1,2.8%,0%,4%,-20%,18%,
Cc1cccn2c(=O)nc(SCC(=O)N3CCC(Cc4ccccc4)CC3)nc12,8.3%,-5%,1%,-6%,25%,
O=C(O)c1ccc(SCc2cnc(Cl)s2)cc1,1.3%,4%,0%,-2%,-10%,
CS(=O)(=O)CCSc1ncccc1C(=O)NCc1cccs1,0.5%,·,7%,-7%,-7%,
Cc1cccc(NC(=O)C(=O)NCCCN2CCOCC2)c1,1.6%,0%,9%,10%,-1%,
Cc1cc(=O)oc2cc(O)c(N=Nc3ccccc3)cc12,i,-2%,9%,5%,69%,
CC1CCCC(NC(=O)Cn2cc(Br)ccc2=O)C1C (centres undefined),i,-12%,-6%,·,14%,
COc1ccc(-n2ncc3c2CC(C)(C)CC3NC(=O)c2ccnn2C)cc1 (centres undefined),3.2%,-3%,3%,3%,21%,
CCCOc1ccc(C(=O)CCC(=O)OCC(=O)Nc2ccc(Oc3ccccc3)cc2)cc1,·,·,-17%,4%,42%,
Cn1c(=O)n(Cc2ccccc2)c(=O)c2c1nc1n2CCS1,4.5%,6%,-12%,-2%,7%,
CC(C)[C@H](NC(=O)[C@@H]1Cc2c([nH]c3ccccc23)C2c3ccccc3C(=O)N21)C(=O)NCC1CCCO1 (some centres undefined),5.3%,5%,-11%,-3%,33%,
Cc1cccc(-c2n[nH]c(=S)n2/N=C/c2ccco2)c1,0.5%,-2%,1%,-2%,11%,
CCCCn1c(=N)n(CC(O)COc2cccc(C)c2)c2ccccc21 (centres undefined),i,5%,?,9%,73%,
CC(=O)Oc1cccc(C(=O)Nc2ccc(NC(=O)c3cccs3)cc2)c1,7.7%,7%,4%,4%,9%,
O=C(COC(=O)/C=C/c1cccc(F)c1)Nc1ccccc1,i,2%,?,6%,19%,
COc1ccc(N(C(=O)c2ccco2)C(C(=O)NC2CCCC2)c2ccccc2)cc1 (centres undefined),i,-7%,5%,3%,7%,
CN1CCN(C(CNS(=O)(=O)c2cccs2)c2cccnc2)CC1 (centres undefined),1.9%,7%,1%,-8%,-21%,
O=[N+]([O-])c1cccc(-c2noc(COc3ccccc3)n2)c1,1.4%,-2%,-6%,-3%,1%,
CC(OC(=O)CN1C(=O)NC2(CCCC2)C1=O)C(=O)c1ccc(C(C)(C)C)cc1 (centres undefined),1.1%,-6%,-2%,0%,-17%,
CN1CCN(/N=C/c2ccc(N(C)c3ccccc3)cc2)CC1,0.7%,8%,-10%,5%,20%,
O=C(c1ccccc1-c1ccccc1)N1CCN(c2ccccn2)CC1,2.3%,2%,-4%,0%,19%,
CC(C)(C)OC(=O)N/N=C\c1ccc(OC(=O)c2ccco2)cc1,1.5%,10%,?,6%,i,
COc1ccc(OCC(=O)NC2CCCN(Cc3ccc(Cl)cc3)C2)cc1 (centres undefined),4.5%,-1%,0%,0%,15%,
CCn1c(Cc2ccccc2)nnc1SCC(=O)Nc1ccc(OC)cc1,i,-24%,0%,3%,-12%,
Cc1nnc(SCC(=O)NCc2ccccc2Cl)[nH]c1=O,i,2%,8%,2%,41%,
O=Cc1cn(Cc2ccccc2F)c2ccccc12,0.9%,8%,0%,2%,-17%,
COc1ccc(N2C=C3C(=O)C(C)(OC(=O)CCc4ccccc4)C(=O)C=C3C=C2c2ccc(C#N)cc2)cc1 (centres undefined),1.4%,22%,1%,-5%,-3%,
C[C@@H]1O[C@@H](Oc2c(-c3ccc(O)c(O)c3)oc3cc(O)cc(O)c3c2=O)[C@H](O)[C@H](O)[C@H]1O,8.5%&0.4%,-6%&9%,6%,·,-12%,
CCn1cc(CN2CCC(C(=O)Nc3ccc(Oc4cccnc4)cc3)CC2)c(C)n1,i,-9%,1%,6%,-17%,
COc1cc(OC)cc(C(=O)N(Cc2nc(-c3cccc(C)c3)no2)C(C)C)c1,0.8%,1%,·,·,·,
COc1ccccc1C(=O)N1CCCC(c2nc(-c3cc(OC)c(OC)c(OC)c3)no2)C1 (centres undefined),1.3%,0%,-4%,1%,-1%,
CCOc1c(Br)cc(CNc2ccc(N3CCN(C(C)=O)CC3)cc2)cc1OC,6.5%,5%,-1%,6%,-3%,
CCOC(=O)CCc1c(C)c2ccc(OCc3nn[nH]n3)c(C)c2oc1=O,0.5%,0%,6%,-5%,1%,
O=C(NCc1ccco1)/C(=C/c1ccc(Br)cc1)NC(=O)c1ccco1,2.0%,-3%,-6%,4%,-15%,
NC(=O)c1c(NC(=O)c2cc3ccccc3o2)sc2c1CCC2,3.7%,-9%,4%,7%,5%,

# Continued:
SMILES,VEEV TC-83 Vero,H1N1 NS1A inhibition,H37Rv inhibition,Salmonella PhoP GFP,tuberculosis growth,others
COc1cccc(C(=O)NCc2nnc(SCC(=O)Nc3nccs3)n2-c2ccccc2)c1,1.2%,-7%,-3%,2%,17%,
COc1ccc(C(=O)COC(=O)Cc2c[nH]c3ccccc23)c(OC)c1,7.7%,0%,1%,3%,-19%,
C#CCN1CC(C)/C(=N/O)CC1C (centres undefined),2.9%,-7%,-4%,10%,-9%,
CCOP(=O)(OCC)C1(O)C(=O)Nc2ccccc21 (centres undefined),0.4%,-6%,-4%,-6%,-16%,
O=S(=O)(Cc1noc(-c2ccccc2Cl)n1)c1ccccn1,0.6%,6%,7%,6%,5%,
COc1cc(NC(=O)Cc2ccc(S(=O)(=O)N3CCOCC3)s2)c(OC)cc1Cl,7.6%,-6%,-3%,-7%,-5%,
C=CCNCCCCOc1ccc(Br)cc1C,0.5%,-4%,-7%,13%,41%,
CCCOC(=O)CCCN1C(=O)/C(=C2\SC(=S)N(CCCC(=O)OCCC)C2=O)SC1=S,6.1%,·,?,-4%,?,
CCOC(=O)C(=COC(=O)c1ccccc1)NC(=O)Cc1ccccc1,3.3%,-1%,·,·,·,
COc1ccc(C2C(C#N)=C(N)Oc3cc(N)ccc32)cc1 (centres undefined),1.3%,2%,2%,-5%,1%,
CCN1CCN(S(=O)(=O)c2ccc(Cl)c(C(=O)N(C)Cc3ccc(Cl)cc3Cl)c2)CC1,1.9%,24%,-4%,-1%,20%,
Cc1ccc(S(=O)(=O)/N=C2/NC(=O)/C(=C/c3ccccn3)S2)cc1,4.0%,1%,-3%,6%,45%,

# By substructure, the compounds so far with a nitro group on carbon
SMILES,VEEV TC-83 Vero,H1N1 NS1A inhibition,H37Rv inhibition,Salmonella PhoP GFP,tuberculosis growth,others
CCCCNC(=O)COC(=O)CNC(=O)c1cc(Cl)cc([N+](=O)[O-])c1,i,-5%,6%,4%,8%,
O=C1CSC(c2ccccc2)N1c1ccc([N+](=O)[O-])cc1 (centres undefined),0.8%,1%,7%,-4%,15%,
O=[N+]([O-])c1cccc(-c2noc(COc3ccccc3)n2)c1,1.4%,-2%,-6%,-3%,1%,
